# Bioassay records (PubChem BioAssay)
# RGS7-Gao reg = RGS7-Galphao binding modulators, primary screen, biochemical, multiplexed bead flow cytometry; Guanine nucleotide-binding protein G(o) subunit alpha (Homo sapiens), P09471; actives lie on both sides; binding response (% of control), % at 10 µM; 0.35% of 220,000 active; in the data active = binding response below about 49% or above about 150%; inconclusive = no clear call, values can overlap the other calls; inactive = in between;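 note: fluorescent Galphao held in activated GDP-AlF4 state binding bead-coupled RGS7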
# Target sequence (P09471 whole entry, looked up): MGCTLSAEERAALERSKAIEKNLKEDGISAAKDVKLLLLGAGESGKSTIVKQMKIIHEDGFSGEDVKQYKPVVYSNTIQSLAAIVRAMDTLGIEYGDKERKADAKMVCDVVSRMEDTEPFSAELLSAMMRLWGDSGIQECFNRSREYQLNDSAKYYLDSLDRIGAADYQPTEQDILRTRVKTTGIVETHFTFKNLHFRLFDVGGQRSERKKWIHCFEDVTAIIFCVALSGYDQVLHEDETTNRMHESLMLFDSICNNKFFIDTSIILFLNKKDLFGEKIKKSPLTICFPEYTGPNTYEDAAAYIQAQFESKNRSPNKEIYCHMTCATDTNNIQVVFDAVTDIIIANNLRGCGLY
# Mcl1 Noxa PPI = Mcl-1/Noxa binding inhibitors, primary screen, biochemical, TR-FRET, 1536-well; AID 1022, 2008; inhibition, % at 21.7 µM; Induced myeloid leukemia cell differentiation protein Mcl-1 (Homo sapiens), Q07820; TR-FRET Mcl-1/Noxa peptide binding, 2 h; 1.5% of 220,000 active;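 active = compounds that cut the protein-peptide binding signal by more than 50% relative to plate controls in a single-dose test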;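 note: His-tagged Mcl-1 with rhodamine Noxa BH3 peptide and terbium anti-His antibody; 0% = Mcl-1 plus Noxa peptide wells and 100% = peptide-only wells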
# Target sequence (Q07820 whole entry, looked up): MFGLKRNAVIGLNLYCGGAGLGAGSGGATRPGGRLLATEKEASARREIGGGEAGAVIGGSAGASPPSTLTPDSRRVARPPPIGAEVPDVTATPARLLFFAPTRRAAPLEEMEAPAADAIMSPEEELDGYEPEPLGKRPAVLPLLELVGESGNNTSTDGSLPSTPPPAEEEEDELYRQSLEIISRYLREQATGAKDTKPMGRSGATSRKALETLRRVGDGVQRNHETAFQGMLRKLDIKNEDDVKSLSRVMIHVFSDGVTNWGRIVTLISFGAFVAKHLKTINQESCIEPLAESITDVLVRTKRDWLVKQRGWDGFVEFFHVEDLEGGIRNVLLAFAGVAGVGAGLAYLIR
# ABCG2 block = ABCG2 efflux pump inhibitors, primary screen, multiplex with ABCB1, IgMXP3 cells, flow cytometry; JC-1 efflux; inhibition, % at 6.6 µM; 0.1% of 190,000 active; AID 1325, 2008;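 active = inhibition above 80%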;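 note: 0% = DMSO and 100% = nicardipine control wells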
#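 Test system: IgMXP3 (ABCG2) plus far-red-tagged CCRF-Adr (ABCB1) cells / Amount: 3 million cells/mL in well / Reagent: JC-1 transporter substrate / Timing: 10 min compound exposure, 25 °C / Signal: flow cytometry, 530 nm JC-1 signal / Read-out: percent efflux inhibition, scaled nicardipine 100% to DMSO 0% / Benchmarks: nicardipine as high control, DMSO as low control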
# ABCB1 inh = ABCB1 efflux pump inhibitors, primary screen, cell-based, multiplex, flow cytometry, ABCG2 counter-screen; AID 1326, 2008; ATP-dependent translocase ABCB1 (Homo sapiens), P08183; 0.067% of 190,000 active; inhibition, % at 6.6 µM; CCRF-Adr cells, JC-1 efflux; in the data active = inhibition above about 40%;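 note: 0% = vehicle and 100% = reference inhibitor; higher value means more JC-1 retained so stronger ABCB1 efflux block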
# Pf gametocyte = late stage P. falciparum gametocyte viability inhibitors, primary screen, ATP luminescence, HTS | AID 743093, 2013 | 0.065% of 150,000 active | P. falciparum stage V gametocytes, 24 h | inhibition, % at 10.9 µM;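 active = inhibition above the mean plus 3 SD of compounds within the control limits, set per campaign, cut at about 38% in these data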;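 note: 0% = DMSO wells and 100% = medium only without gametocytes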
# GSH fluor = compound fluorescence on glutathione beads, profiling panel, artefact control, biophysical, 488/530 nm, flow cytometry; fluorescence (KMESF) at 10 µM; 0.25% of 190,000 active; GSH beads flow cytometry, compound fluorescence 488/530 nm; stronger effect = higher value; in the data active = fluorescence above about 89;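 note: glutathione beads carrying GST-tagged Bcl family fusion proteins plus one bare bead set; values are compound well signal with DMSO vehicle wells as background; inactives centre near 16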
# Avidin bead fluor = green autofluorescence of compounds with avidin beads – biophysical, 488/530 nm, flow cytometry, artefact control, profiling panel; compound fluorescence 488/530 nm; stronger effect = higher value; 0.38% of 220,000 active; fluorescence (KMESF) at 10 µM; AID 1775, 2009; in the data active = fluorescence above about 47; note: inactives centre near 10
# Bim-Mcl-1 = inhibitors of Bim peptide binding to Mcl-1, primary screen, biochemical, bead-based flow cytometry, multiplex; Bim peptide-Mcl-1 binding; inhibition, % at 10 µM; 0.1% of 190,000 active; in the data active = inhibition above about 40%;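 note: 0% = no compound tracer wells and 100% = peptide blocker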
# RGS8-Gao reg = RGS8-Galphao binding modulators, primary screen, biochemical, multiplexed bead flow cytometry; Guanine nucleotide-binding protein G(o) subunit alpha (Homo sapiens), P09471; actives lie on both sides; response (percent of control binding), % at 10 µM; 0.34% of 220,000 active; AID 1423, 2008; in the data active = response below about 60% or above about 140%; inactive = in between;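 note: Galphao activated as the GDP aluminium fluoride complex binding bead-coupled RGS8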
# RGS4-Gao reg = modulators of RGS4 binding to Galphao, primary screen, biochemical, multiplexed bead flow cytometry. binding response (% of control), % at 10 µM. Guanine nucleotide-binding protein G(o) subunit alpha (Homo sapiens), P09471. 0.33% of 220,000 active. actives lie on both sides; in the data active = binding response below about 49% or above about 150%; inactive = in between;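 note: fluorescent Galphao activated with aluminum fluoride binding bead-coupled RGS4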
# Mcl1 Bid PPI = Mcl-1/Bid binding inhibitors, primary screen, biochemical, TR-FRET, 1536-well. 0.97% of 220,000 active. Induced myeloid leukemia cell differentiation protein Mcl-1 (Homo sapiens), Q07820. inhibition, % at 21.7 µM. TR-FRET Mcl-1/Bid-Dy647 peptide binding;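 active = compounds that cut the binding signal by more than half at the single screening dose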;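 note: His-tagged Mcl-1 with europium anti-His antibody binding Bid BH3 peptide; 0% = Mcl-1 plus peptide wells and 100% = peptide-only wells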
# An asterisk follows results filed as active; ? = inconclusive; . = no result given. Outcome played no part in choosing rows. Share with any hit: about 3.3%.
SMILES,RGS7-Gao reg,Mcl1 Noxa PPI,ABCG2 block,ABCB1 inh,Pf gametocyte,GSH fluor,Avidin bead fluor,Bim-Mcl-1,RGS8-Gao reg,RGS4-Gao reg,Mcl1 Bid PPI
O=C(Cc1ccc(Cl)cc1)Nc1ccc(NC(=O)c2ccccc2)cc1,99.1,12.4,-1.1,-0.3,-2.5,21,12,-3.0,100.7,99.4,12.6
CNC(=O)Nc1cc(C(C)(C)C)no1,101.9,17.7,2.5,0.6,2.4,29,16,-4.0,99.3,98.3,-3.1
CCn1c(C)c(C(C)=O)c(N2CCN(c3ccc(F)cc3)CC2)nc1=S,100.6,14.5,0.7,0.2,.,16,9,0.0,101.7,100.5,-91.6
COc1cc(/C=C/C(=O)OCC(=O)Nc2ccc(S(=O)(=O)N3CCCC3)cc2)ccc1O,92.1,19.4,-1.6,-0.4,-10.6,18,2,-29.0,99.4,93.8,-70.8
Cc1ccc(-n2nnnc2CCl)cc1,110.1,-7.3,0.7,0.1,-23.3,10,11,0.0,100.8,100.3,-5.2
CC(C)Sc1nc2c([nH]1)c(=N)ncn2Cc1ccccc1,94.1,-4.2,0.9,0.1,-24.1,9,20,0.0,99.8,99.2,-14.8
CCOC(=O)C1=C(O)C(Nc2nccs2)(C(F)(F)F)N=C1C (centres undefined),101.5,3.1,0.4,0.0,0.4,19,7,-1.0,100.9,101.7,-4.7
CC(C)c1ccc(N2C(=O)CC(Sc3ncn[nH]3)C2=O)cc1 (centres undefined),103.0,20.3,2.9,0.5,.,66,8,-2.0,98.0,97.0,17.5
O=C(CN1CCCCCC1=O)OCc1ncc(-c2ccccc2)o1,101.7,17.6,5.7,1.6,.,22,14,1.0,101.5,99.4,-21.4
O=C1CCCC(O)=C1N=Nc1ccc(Cl)c(Cl)c1,98.5,7.0,-4.1,-2.4,8.5,18,10,0.0,101.9,100.3,-40.9
COc1cccc(CN(Cc2ccco2)S(=O)(=O)c2ccc(S(=O)(=O)NCc3ccccc3)cc2)c1OC,95.4,-1.4,8.6,2.1,.,15,6,-3.0,94.0,92.3,5.7
Cc1nc2nc(C)c(CCC(=O)NCc3ccc4c(c3)OCO4)c(C)n2n1,104.9,8.9,2.3,0.1,.,6,21,3.0,104.5,111.2,-32.3
CCc1nnc(NC(=O)CCN2C(=O)c3ccccc3S2(=O)=O)s1,101.5,-19.1,9.6,0.1,.,16,8,2.0,102.2,101.9,-3.1
CC1=NN(c2cccc(C(=O)O)c2)C(=O)/C1=C\C=C/c1ccccc1,102.2,33.2,2.1,0.3,-22.4,19,6,2.0,99.3,100.5,-28.1
COc1ccccc1NC(=O)CN1CCN(C(=O)c2ccco2)CC1,101.2,-0.7,0.6,0.1,.,23,22,2.0,104.0,101.6,-6.8
Brc1ccc(COc2ncnc3ccccc23)cc1,?,27.2,1.7,-0.3,-0.6,14,10,-1.0,99.7,98.3,-30.4
O=C1CN(C(=O)/C=C/c2ccc(Cl)cc2Cl)CCN1,101.9,10.9,15.4,0.7,.,18,10,0.0,99.4,102.0,-24.9
O=S(=O)(NCCOCC(F)(F)F)c1ccc2oc3ccccc3c2c1,101.2,-14.9,13.3,0.8,.,14,8,0.0,102.4,105.2,-17.6
CC(=O)N1N=C(N)SC12CCCC2,103.3,-15.3,-0.3,-0.1,-3.7,21,9,4.0,100.9,103.7,-52.7
COC(=O)c1ccccc1NC(=S)N(Cc1ccc2c(c1)OCO2)Cc1cc2ccc(OC)cc2[nH]c1=O,103.5,-8.2,-1.2,0.4,-9.8,16,5,-3.0,100.2,97.5,-43.8
Cc1nnc(SCC(=O)Nc2ncc3c(n2)CC(c2ccccc2)CC3=O)s1 (centres undefined),100.9,-2.6,8.8,1.0,-9.9,32,13,0.0,101.5,103.4,5.7
COc1ccc(NC(=S)N(CCc2c(C)[nH]c3ccc(C)cc23)Cc2cccs2)cc1,110.2,-4.4,25.2,2.5,.,14,6,-3.0,123.4,112.2,-33.0
Cc1ccc2c(c1)C(O)(CC(=O)c1cccnc1)C(=O)N2 (centres undefined),105.0,0.2,2.3,0.1,8.8,24,14,-2.0,106.4,105.1,10.3
O=C(CC1Sc2ccccc2NC1=O)OCC(=O)N1CCc2ccccc21 (centres undefined),104.5,14.2,8.5,1.7,-13.2,28,10,-1.0,101.6,105.5,-4.8
Cc1ccc(CNC(=O)COC(=O)Cn2nc(C)c([N+](=O)[O-])c2C)cc1,104.6,4.2,17.5,1.3,4.0,14,9,1.0,100.2,101.2,-19.4
O=C(NC1CCCCC1)C1CC(=O)N(c2ccc(Cl)cc2)C1 (centres undefined),103.0,17.1,0.7,0.1,.,19,7,0.0,98.3,101.2,-2.2
Cc1[nH]c2ccccc2c1/C=N/NC(=O)c1cc(-c2cccs2)[nH]n1,91.3,31.8,-4.7,0.5,-2.1,4,4,-4.0,96.5,93.7,-29.3
Cc1ccc(C(=O)NNC(=O)C2CCN(S(=O)(=O)c3ccc(C)cc3)CC2)cc1,?,-0.8,.,.,3.3,.,7,.,98.9,98.8,-42.9
Cc1cc(Cl)ccc1NC(=O)CSc1nnc(-c2ccncc2)n1Cc1ccco1,104.3,7.8,0.4,0.8,-10.5,23,19,0.0,98.5,100.9,-36.5
O=C1c2cccc3cccc(c23)C(=O)N1CC1CCCO1 (centres undefined),100.2,2.5,7.9,1.0,3.3,10,3,0.0,97.0,97.5,-14.0

# Individual results from the list.
# Bim-Mcl-1, Cc1ccc(-n2nnnc2CCl)cc1 = 0.0
# Avidin bead fluor, CNC(=O)Nc1cc(C(C)(C)C)no1 = 16
# Pf gametocyte, Cc1[nH]c2ccccc2c1/C=N/NC(=O)c1cc(-c2cccs2)[nH]n1 = -2.1

# More entries.
SMILES,RGS7-Gao reg,Mcl1 Noxa PPI,ABCG2 block,ABCB1 inh,Pf gametocyte,GSH fluor,Avidin bead fluor,Bim-Mcl-1,RGS8-Gao reg,RGS4-Gao reg,Mcl1 Bid PPI
CN(C)S(=O)(=O)c1ccc(Cl)c(NC(=O)COC(=O)c2ccc3c(c2)NC(=O)CS3)c1,?,24.3,.,.,-3.0,.,6,.,101.5,95.3,-13.2
O=C(N/N=C/c1ccc(O)c(O)c1)c1cccc(S(=O)(=O)N2CCCCC2)c1,?,55.5*,-2.7,-0.5,-45.5,12,8,0.0,95.5,97.6,-21.0
Nc1ccc2nc3c(=O)n(CCc4ccccc4)c(=O)[nH]c3nc2c1,?,-181.0,.,.,11.1,.,7,.,100.8,102.0,-32.2
COc1ccc(OCC(=O)Nc2cccc(-c3nc4ccccc4[nH]3)c2)cc1,99.3,-2.6,21.6,-1.0,-17.7,34,16,-5.0,100.6,100.1,-21.2
COc1ccc(C2=NN(S(C)(=O)=O)C(c3ccc4nccnc4c3)C2)cc1 (centres undefined),103.4,-3.6,11.3,2.0,26.8,6,12,-1.0,101.3,103.1,-24.9
O=C1c2ccccc2CN1CCNS(=O)(=O)c1ccc(Cl)cc1,103.6,-2.8,0.3,0.2,3.3,12,40,-3.0,103.0,104.3,-8.3
C=CCc1c(C)nc(SC)nc1Nc1ccc(C(=O)O)cc1,104.3,1.6,-3.9,-3.4,4.5,27,5,0.0,100.2,106.8,-4.7
CCOC(=O)C(C)Sc1nc2c(c(-c3cccs3)c1C#N)CCC2 (centres undefined),102.7,-6.0,-7.3,-0.8,-14.1,9,11,-3.0,100.0,103.4,-8.1
CCOC(=O)c1nnc(-c2cccs2)nc1Oc1ccc(Cl)cc1,106.7,13.8,2.0,0.3,.,31,6,-5.0,105.9,107.2,26.2
COCCN=C1NC(=O)C(CC(=O)Nc2cccc(Cl)c2C)S1 (centres undefined),99.9,14.6,1.0,0.3,2.3,32,7,2.0,97.5,101.2,10.0
CC(C)Sc1nsc2nc(=O)c(/C=C3\C=Nc4ccccc43)c(N)n12,?,20.2,-2.5,-1.1,-4.7,14,13,-1.0,102.0,101.8,-1.4
Cc1cc(C2C(C#N)=C(N)Oc3n[nH]c(C)c32)c(C)s1 (centres undefined),89.0,-1.6,0.7,0.0,.,10,11,-5.0,96.0,86.5,-32.8
C=CCSc1nc2ccsc2c(=O)n1-c1cccnc1,?,0.1,1.8,0.6,-11.6,14,9,-2.0,100.5,102.9,-16.6
Cc1nn(C(=O)c2c(-c3ccccc3)noc2C)c(C)c1N=Nc1cc(C(F)(F)F)cc(C(F)(F)F)c1,?,-21.9,.,.,.,.,.,.,102.1,104.2,-4.6
Cc1ccc(S(=O)(=O)N2CCCN(c3nccc(C(F)(F)F)n3)CC2)cc1,?,-6.9,.,.,-13.9,.,7,.,100.4,97.1,-6.2
CCOC(=O)Cn1nnc2c(sc3nc4c(c(-c5ccccc5)c32)CCC4)c1=O,99.2,-7.5,20.5,0.7,.,14,14,0.0,99.6,99.3,-18.2
CCc1ccc(OCc2nc(-c3ccccn3)no2)c(Br)c1,101.8,-6.3,0.3,0.1,.,14,11,0.0,102.8,103.0,-4.1
Cc1cccc(N2CCN(C(=O)NCc3ccc(Cl)cc3)CC2)c1,103.2,-4.3,-0.5,0.4,-12.8,12,20,-4.0,106.9,103.6,-26.7
Cc1noc(C(=O)Nc2cccc(O)c2)c1Cl,?,-1.3,.,.,-4.6,.,8,.,103.7,102.6,-64.1
S=C(c1c[nH]c2ccccc12)N1CCOCC1,?,-9.6,4.9,0.3,-18.8,11,7,-11.0,94.8,97.6,-90.0
Cc1cccc(-c2noc(CN(C(=O)C34CC5CC(CC(C5)C3)C4)C(C)C)n2)c1,101.1,2.9,1.2,0.5,-1.7,25,8,-3.0,101.8,100.7,2.1
O=c1c2sc(-c3ccccc3)cc2nc2n1CCC2,99.2,-0.8,0.0,0.7,.,16,4,-4.0,95.5,94.1,-1.9
CC1=C(C(=O)Nc2ccccc2C)C(c2ccc(C)o2)NC(=S)N1 (centres undefined),100.2,-3.7,0.0,0.0,.,18,13,-9.0,96.8,98.6,-43.8
CCOc1cccc2sc(=NC(=O)c3ccco3)n(CC(=O)OC)c12,?,3.0,.,.,-14.4,.,4,.,104.2,102.0,-21.6
